FN deposition inh – fibronectin deposition inhibition. AH1F fibroblasts, Alexa488-fibronectin deposition fluorescence, overnight. inhibition, % at 12.6 µM. 0.086% of 350,000 active. AID 743247;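 active means mean inhibition across replicates of 30% or more, regardless of how many single replicates reach that level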;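 further: positive control wells lacked labelled fibronectin entirely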
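Material – AH1F fibroblast monolayer, labelled fibronectin deposition · Reagent – labelled fibronectin 24 nM · Timing – 1 h adhesion, overnight exposure · Measured by – fluorescence at 485 nm excitation, 525 nm emission · Read-out – inhibition of fibronectin deposition signal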
GSIS activator – GLuc luminescence reporter in INS-1E cells, primary screen for activators of glucose-dependent secretion of insulin | 0.61% of 370,000 active | INS-1E GLuc reporter insulin secretion, 2-3 h | AID 743287 | activation, % at 16.6 µM;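 active means lowest replicate activation of at least 40%, so every replicate reaches that level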;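 further: 0% = median of neutral control wells and 100% = median of IBMX positive control wells; some compounds called inactive have numbers as strong as hits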
* = called active by the depositor. Not all compounds are listed, so the mix of outcomes need not match the whole.

Each structure is followed by: FN deposition inh, GSIS activator
C[C@@H]1CN(C)C(=O)Cc2cc(N)ccc2O[C@H]1CN(C)C
→ -5, 14
O=C(CSc1nnc(-c2cccnc2)n1Cc1ccco1)c1ccccc1
→ 8, 16
C/C=C/c1ccc([C@H]2[C@H](CO)N(S(C)(=O)=O)[C@H]2CNCC2CCC2)cc1
→ 2, 11
CC(=O)Nc1cccc2c1O[C@H](CN(C)C(C)=O)[C@@H](C)CN(C)C2=O
→ -3, -5
CCS(=O)(=O)N1CC2(CN(C(=O)NC(C)C)[C@H](CO)c3c2c2ccc(OC)cc2n3C)C1
→ 8, 7
CCC(=O)Nc1ncc2c(n1)CC(c1ccco1)CC2=O (configuration not stated)
→ -4, 3
COC(=O)c1[nH]c2cccc(OC)c2c1NC(=O)C(C)N1CCC(C)CC1 (configuration not stated)
→ 9, 20
C[C@@H]1CN(C)C(=O)Cc2cc([N+](=O)[O-])ccc2O[C@@H]1CN(C)C(=O)OC(C)(C)C
→ 0, 8
Fc1ccc(-n2c(Cc3ccccc3)nnc2SCc2nc(-c3ccc(Cl)cc3)no2)cc1
→ -8, -28
C[C@H]1CN(C)C(=O)c2cccc([N+](=O)[O-])c2O[C@@H]1CN(C)C(=O)OC(C)(C)C
→ 0, 18
CNC[C@@H]1Oc2ccc(NC(=O)Cc3cn(C)c4ccccc34)cc2C(=O)N([C@@H](C)CO)C[C@@H]1C
→ 3, 14
C[C@@H]1CC(=O)NCC/C=C\C[C@H](c2cccc(Cl)c2)NC1=O
→ -11, -7
CO[C@H]1CN(C)C(=O)c2cc(NC(=O)NC3CCCC3)ccc2OC[C@H](C)NC[C@@H]1C
→ -11, 22
Cn1c(NN)nc2sc3c(c2c1=O)CC(C)(C)OC3
→ -8, 0
Cc1ccc(-c2csc(N(CCCN3CCOCC3)C(=O)c3ccco3)n2)cc1
→ 3, -6
COc1cc(-c2nc3ccccn3c2NCC2CCCO2)ccc1O (configuration not stated)
→ -1, 15
CC(=O)Nc1ccc2c(c1)CC(=O)N(C)C[C@@H](C)[C@H](CN(C)C(C)=O)O2
→ -18, 4
CC(C)NC(=O)Nc1cccc2c1O[C@H](CN(C)C(=O)NC(C)C)[C@@H](C)CN(C)C2=O
→ 4, 14
O=C(Nc1nnc(C2CC2)s1)C1CC(=O)N(c2ccc3c(c2)OCCO3)C1 (configuration not stated)
→ -12, -3
CC(C)[C@@H]1C(=O)N[C@@H](c2ccc(F)cc2)CC=CC[C@H](C)Oc2ccccc2C(=O)N1C (mixture of isomers)
→ 9, -8
O=C(NCc1ccccc1)c1ccc(-c2ccc(F)cc2)o1
→ 6, -3
CC1CCC2C(=O)N(c3ccc(C(=O)Oc4cccc5cccnc45)cc3)C(=O)C2C1 (configuration not stated)
→ 5, -19
CCCCOc1ccc(C2C(=O)N(C3CCCCC3)CC(=O)N2CC2CCCO2)cc1 (configuration not stated)
→ -1, -18
C[C@@H]1CC=CC[C@@H](c2cccc(Cl)c2)NC(=O)[C@@H](C)N(C)C(=O)c2ccccc2O1 (mixture of isomers)
→ 5, -27
C[C@@H]1CN(C)C(=O)c2cccnc2O[C@@H]1CN(C)S(C)(=O)=O
→ 1, 21
N#Cc1ccc(-c2ccc(C3[C@@H]4CN(S(=O)(=O)c5cccc(Cl)c5)C[C@H]3N4)cc2)cc1 (some centres not stated)
→ -7, -20
O=S(=O)(NCc1ccco1)c1ccc2c(c1)Cc1ccccc1-2
→ -7, -4
O=C(CSCc1ccccc1Cl)NNC(=S)Nc1ccccc1
→ -4, 3
COc1ccc(C[C@H]2CCn3nncc3COC[C@H](c3ccccc3)NC2=O)cc1
→ 7, 5
CC(=O)Nc1ccc2c(c1)CC(=O)N(C)C[C@@H](C)[C@@H](CN(C)S(C)(=O)=O)O2
→ 2, -2
C[C@H]1CN(C)C(=O)Cc2cc(N(C)C)ccc2O[C@@H]1CN(C)C
→ 0, 3
CC(=C1C(=O)c2ccccc2C1=O)N1CCC(C(N)=O)(N2CCCCC2)CC1
→ 6, 18
O=C(N/N=C/C=C/c1ccccc1)C(O)c1ccccc1 (configuration not stated)
→ -6, 35
CC(=O)Nc1ccc2c(c1)CC(=O)N(C)C[C@H](C)[C@@H](CN(C)S(C)(=O)=O)O2
→ -22, -2
CC(=O)N(CC(C)C)C[C@@H]1N[C@H](CO)[C@H]1c1ccc(-c2cncnc2)cc1
→ -6, -7
CC1=NN(C(=O)Cc2ccc([N+](=O)[O-])cc2)C(O)(c2ccccc2)C1 (configuration not stated)
→ -3, 16
C[C@@H]1CN(C)C(=O)c2cccc(NS(C)(=O)=O)c2O[C@@H]1CN(C)C
→ 0, 16
CCOC(=O)c1cc2c(n(-c3ccccc3)c1=O)CC(C)(C)CC2=O
→ -19, 21
CCCNC[C@H]1[C@@H](c2ccc(-c3cccc(C#N)c3)cc2)[C@@H](CO)N1C(C)=O
→ -3, -2
C[C@@H]1COCn2nncc2CC[C@H](Cc2ccccc2)C(=O)N1
→ -10, 9
CC(C)NC(=O)N(C)C[C@H]1Oc2ccccc2C(=O)N(C)C[C@H]1C
→ -5, -2
CC(=O)N(C)C[C@H]1Oc2ccc(N(C)C)cc2C(=O)N(C)C[C@@H]1C
→ 6, 13
COc1ccc(C(C)=O)cc1CSc1nnc(Nc2ccccc2C)s1
→ 6, 12
N#C[C@H]1[C@@H](c2ccccc2-c2cccc(F)c2)[C@@H](CO)N1C(=O)NC1CCCCC1
→ 8, -15
COCC(=O)N(C)C[C@H]1[C@@H](c2ccccc2)[C@H](CO)N1C(=O)Cc1ccncc1
→ -4, 6
CNC[C@@H]1OCc2ccccc2-c2ccccc2C(=O)N([C@@H](C)CO)C[C@H]1C
→ -7, 4
C[C@H]1CN([C@@H](C)CO)C(=O)c2ccccc2-c2ccccc2CO[C@@H]1CN(C)S(=O)(=O)c1ccc(Cl)cc1
→ 3, 1
CC1(C(=O)NC2CCCCCCC2)CCC(=O)N1Cc1ccco1 (configuration not stated)
→ -8, 1
CS(=O)(=O)N1[C@@H]2CN(CC(F)(F)F)C[C@H]1C2c1ccc(Br)cc1 (some centres not stated)
→ 2, -19
C[C@@H]1CN(C)C(=O)c2ccccc2O[C@@H]1CN(C)C(=O)OC(C)(C)C
→ -13, 1

Compound profiles, from the list above:
COCC(=O)N(C)C[C@H]1[C@@H](c2ccccc2)[C@H](CO)N1C(=O)Cc1ccncc1 is entered as FN deposition inh: -4; GSIS activator: 6
CNC[C@@H]1OCc2ccccc2-c2ccccc2C(=O)N([C@@H](C)CO)C[C@H]1C is entered as FN deposition inh: -7; GSIS activator: 4

(more compounds)
Each structure is followed by: FN deposition inh, GSIS activator
CCNC[C@@H]1[C@@H](c2ccc(-c3ccc(F)cc3)cc2)[C@@H](CO)N1C(=O)C1CC1
→ 1, -9
COCCNC(=O)Cn1nc(-c2ccccc2OC)ccc1=O
→ -7, -7
COc1cccc(C(=O)N2CCN(CCCc3ccccc3)CC2)c1OC
→ -3, -6
COc1ccc(C[C@H]2CCn3cc(nn3)COC[C@@H](c3ccccc3)NC2=O)cc1
→ -1, -8
C[C@H]1CCn2cc(nn2)COCCNC1=O
→ -6, 13
C[C@H]1CN(C)C(=O)c2cccc(N)c2O[C@H]1CN(C)C
→ -3, 0
O=[N+]([O-])c1ccc(Cl)c(/C=N/NC(=S)Nc2ccccc2)c1
→ 10, 6
COc1cc(NS(=O)(=O)c2ccc(NC(C)=O)cc2)ncn1
→ -2, 16
O=C1c2ccccc2C(=O)N1CC(O)COCc1ccccc1 (configuration not stated)
→ 2, -14
C[C@H]1CN([C@@H](C)CO)C(=O)c2ccccc2-c2ccccc2CO[C@@H]1CN(C)C(=O)c1ccncc1
→ 17, 16
COc1ccc(S(=O)(=O)N(C)C[C@@H]2Oc3c(NC(=O)Nc4cccc5ccccc45)cccc3C(=O)N([C@@H](C)CO)C[C@H]2C)cc1
→ -9, 12
CC(=O)N(C)C[C@H]1Oc2ccc(NS(C)(=O)=O)cc2CC(=O)N(C)C[C@H]1C
→ 0, 23
Cn1ncc2c(N3CCN(c4ccccc4F)CC3)ncnc21
→ -10, 13
O=C(C[C@H]1C[C@@H]2c3cc(NC(=O)NC4CCCCC4)ccc3O[C@@H]2[C@H](CO)O1)NC1CCCC1
→ -9, 15
C[C@@H]1CC=CC[C@@H](c2ccccc2)NC(=O)[C@H](C)N(C)C(=O)c2ccccc2O1 (mixture of isomers)
→ -3, -3
C[C@H]1CN(C)C(=O)Cc2cc(N(C)C)ccc2O[C@@H]1CN(C)S(C)(=O)=O
→ 4, 15
C[C@H]1CN(C)C(=O)c2cccc(N(C)C)c2O[C@H]1CN(C)S(C)(=O)=O
→ -19, 16
CN1c2ccc(-c3ccc(F)cc3)cc2[C@@H]2[C@@H](CCN2C(=O)CC2CC2)[C@H]1CO
→ -4, 7
CCC(=O)N(C)C[C@H]1Oc2cc(C#C[C@@H](C)O)ccc2S(=O)(=O)N([C@H](C)CO)C[C@@H]1C
→ -9, -6
CCC(=O)N[C@@H]1C=C[C@@H](CC(=O)NCC2CC2)O[C@H]1CO
→ -1, 14
COC(=O)C[C@@H]1C[C@@H]2c3cc(NC(=O)Nc4ccc(C(F)(F)F)cc4)ccc3O[C@@H]2[C@@H](CO)O1
→ -10, -17
CCOC(=O)c1nnn(-c2nonc2N)c1C
→ -4, 13
Cc1ccc(S(=O)(=O)NCC(=O)N(CC(=O)NC2CCCCC2)CC2CCCO2)cc1 (configuration not stated)
→ 6, -3
Cc1noc(C)c1NC(=O)N1C[C@H](O)COC[C@H]2O[C@H](CC(=O)N[C@@H]3CCN(Cc4ccccc4)C3)CC[C@@H]21
→ 1, 8
CN1CCN(CC(=O)O)CC1
→ -3, 3
CC(=O)N(C)C[C@@H]1Oc2c(cccc2N(C)C)C(=O)N(C)C[C@@H]1C
→ -6, 5
CNC[C@@H]1Oc2ccc(N)cc2CC(=O)N(C)C[C@H]1C
→ -9, 8
CC(C)NC(=O)Nc1ccc2c(c1)C(=O)N(C)C[C@H](C)[C@@H](CN(C)S(C)(=O)=O)O2
→ -8, 13
C[C@H]1CN(C)C(=O)c2cc([N+](=O)[O-])ccc2O[C@H]1CN(C)C(=O)OC(C)(C)C
→ -2, 6
CC(C)NC(=O)Nc1ccc2c(c1)CC(=O)N(C)C[C@H](C)[C@@H](CN(C)C(=O)NC(C)C)O2
→ -9, -3
COc1ccc([C@@H]2C/C=C\C[C@H](C(C)C)NC(=O)CCC(=O)N2)c(OC)c1
→ -18, 2
Cc1nn(C)c(C)c1/C=C/C(=O)c1ccccc1
→ -4, 17
CC1(C)C2CCC1(CS(=O)(=O)Nc1ccc(S(=O)(=O)NC3CCCCC3)cc1)C(=O)C2 (configuration not stated)
→ -6, -23
CC(C)[C@H]1CC=CC[C@H](C)Oc2ccccc2C(=O)N(C)[C@H](C(C)C)C(=O)N1 (mixture of isomers)
→ -1, -4
CO[C@H]1CN(C)C(=O)c2ccc(NC(=O)CC(F)(F)F)cc2OC[C@@H](C)N(CC2CC2)C[C@@H]1C
→ -6, 11
CC(=O)Nc1cccc2c1O[C@@H](CN(C)C(=O)OC(C)(C)C)[C@@H](C)CN(C)C2=O
→ -9, 8
C[C@H](CO)N1C[C@H](C)[C@@H](CN(C)C(=O)Nc2cccc(F)c2)OCc2ccccc2-c2ccccc2C1=O
→ 6, -7
Cc1cccc(N2CCN(S(=O)(=O)c3ccc4c(c3)CCN4C(=O)CCC(=O)O)CC2)c1C
→ -4, -3
CC(=O)N(C)C[C@@H]1Oc2ccccc2C(=O)N(C)C[C@@H]1C
→ -6, 15
COC(=O)c1c(C)oc2ccc(N(C(=O)c3ccncc3)S(=O)(=O)c3ccc4ccccc4c3)cc12
→ -5, -11

Molecules shown so far containing a cyano group, in the order listed:
Each structure is followed by: FN deposition inh, GSIS activator
N#Cc1ccc(-c2ccc(C3[C@@H]4CN(S(=O)(=O)c5cccc(Cl)c5)C[C@H]3N4)cc2)cc1 (some centres not stated)
→ -7, -20
CCCNC[C@H]1[C@@H](c2ccc(-c3cccc(C#N)c3)cc2)[C@@H](CO)N1C(C)=O
→ -3, -2
N#C[C@H]1[C@@H](c2ccccc2-c2cccc(F)c2)[C@@H](CO)N1C(=O)NC1CCCCC1
→ 8, -15

Returning to the listing, repeating the 5 entries before the break.
Each structure is followed by: FN deposition inh, GSIS activator
CC(=O)Nc1cccc2c1O[C@@H](CN(C)C(=O)OC(C)(C)C)[C@@H](C)CN(C)C2=O
→ -9, 8
C[C@H](CO)N1C[C@H](C)[C@@H](CN(C)C(=O)Nc2cccc(F)c2)OCc2ccccc2-c2ccccc2C1=O
→ 6, -7
Cc1cccc(N2CCN(S(=O)(=O)c3ccc4c(c3)CCN4C(=O)CCC(=O)O)CC2)c1C
→ -4, -3
CC(=O)N(C)C[C@@H]1Oc2ccccc2C(=O)N(C)C[C@@H]1C
→ -6, 15
COC(=O)c1c(C)oc2ccc(N(C(=O)c3ccncc3)S(=O)(=O)c3ccc4ccccc4c3)cc12
→ -5, -11
C[C@@H]1CN([C@H](C)CO)C(=O)c2ccccc2-c2ccccc2CO[C@@H]1CN(C)CC1CC1
→ 6, 14
COc1ccccc1C(=O)Nc1ccc(S(=O)(=O)N2CCCC2)cc1
→ -10, 5
COc1ccc(CN2CC3(C2)[C@H](c2ccccc2)[C@@H](CO)N3CC2CCCC2)cc1
→ 8, -10
CNC[C@@H]1Oc2ccc(N(C)C)cc2CC(=O)N(C)C[C@@H]1C
→ 2, 2
CNC[C@H]1Oc2ccc(NS(=O)(=O)c3c(C)noc3C)cc2CC(=O)N([C@H](C)CO)C[C@H]1C
→ -10, 7
CNC[C@@H]1Oc2ccc(N)cc2C(=O)N(C)C[C@H]1C
→ 3, 4
CCCN1C[C@H](C)[C@@H](OC)CN(C)C(=O)c2ccc(NC(=O)c3cccc(OC)c3)cc2OC[C@@H]1C
→ 17, -25
O=C(CSc1oc(-c2cccs2)nc1S(=O)(=O)c1ccccc1)NC1CCCCC1
→ 3, -35
